# Bioassay records (PubChem BioAssay)
# FLuc modulator = inhibits or activates purified firefly luciferase, miR-21 counter-screen; P08659; purified FLuc, Km substrates, luminescence inhibition; Potency, µM (titrated, usually from 57.5 µM), for inactives: at the top dose activity change, negative = inhibition, usual class: inhibitors; 360,000 compounds, 6.9% hits; AID 588342;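 further: potency means the concentration at half of the fitted maximal effect; plate controls were vehicle for no effect and reference inhibitor for full effect; nearly all actives have a fitted effect of over 55% in size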
# Target sequence (P08659 whole entry, looked up): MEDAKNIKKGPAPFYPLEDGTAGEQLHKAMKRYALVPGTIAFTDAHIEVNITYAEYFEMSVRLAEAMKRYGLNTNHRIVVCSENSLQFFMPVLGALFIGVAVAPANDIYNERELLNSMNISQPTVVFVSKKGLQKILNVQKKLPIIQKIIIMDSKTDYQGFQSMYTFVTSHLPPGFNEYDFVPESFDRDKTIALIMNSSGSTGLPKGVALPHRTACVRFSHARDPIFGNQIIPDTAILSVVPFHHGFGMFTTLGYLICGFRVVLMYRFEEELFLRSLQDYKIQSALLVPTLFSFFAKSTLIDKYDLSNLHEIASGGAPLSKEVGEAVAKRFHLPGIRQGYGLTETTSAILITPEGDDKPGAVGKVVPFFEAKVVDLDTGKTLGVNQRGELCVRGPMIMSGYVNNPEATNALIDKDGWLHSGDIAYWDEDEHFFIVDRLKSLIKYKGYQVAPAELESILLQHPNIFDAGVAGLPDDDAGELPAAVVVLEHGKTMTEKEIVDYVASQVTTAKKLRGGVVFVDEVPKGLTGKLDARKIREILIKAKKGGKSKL
#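 Purified P. pyralis luciferase, 10 nM final, with Km-level 10 uM D-luciferin and 10 uM ATP in 50 mM Tris acetate pH 7.5, 10 mM Mg acetate, 0.01% Tween-20, 0.05% BSA; 6-point qHTS titration about 60 µM downward; luminescence read.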
# Rab9 prom act = activates the Rab9 promoter; 320,000 compounds, 2.8% hits; Potency, µM (titrated, usually from 9.22 µM), inactives show at the top dose activation, negative = inhibition, actives largely listed as activators; Huh7 Rab9 promoter-luciferase reporter, luminescence, 24 h; further: potency means the concentration at half of the fitted maximal effect; % of control where 0% means no effect; nearly all actives have a fitted effect of over 60% in size
#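 Luminescence read-out: Huh7 cells stably expressing Rab9-luciferase, treated 24 h with compound at 37 °C, then lysed with luciferase reagent for 10 min at ambient before reading.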
# uPA generation = inhibitors of cell surface uPA generation | cell surface uPA generation assay, qHTS | Potency, µM (titrated, usually from 38.3 µM), inactives show at the highest dose activity change, negative = inhibition, usual class: inhibitors | 330,000 compounds, 0.31% hits | AID 540303; active means well fitted inhibition curve with a large enough effect; inconclusive means small, poorly fitted or top-dose-only effect; inactive means no such curve, though single readings can be large or run the other way; tested in mouse RAW 264.7 cells; further: potency means the concentration at half of the fitted maximal effect; on the % scale 0 is the no-effect control and ±100 the full control effect; nearly all actives have a fitted effect of over 55% in size
# NPC1 prom act = NPC1 promoter activation; Huh7 NPC1 promoter luciferase reporter, 24 h; Potency, µM (series often up to 9.22 µM), inactives show at the highest dose activation, usual class: activators; 320,000 compounds, 2.4% hits; AID 485313;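 further: potency means the concentration at half of the fitted maximal effect; % of control where 0% means no effect; nearly all actives have a fitted effect of over 60% in size; reporter is driven by a mutant NPC1 promoter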
#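 Quantitative HTS used a cell-based reporter: Huh7 cells stably bearing the NPC1 promoter upstream of luciferase were treated with compounds for 24 h, and promoter activation was read as luminescence.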
# ELG1 genotox = inducers of genotoxicity in HEK293T ELG1-luciferase cells; 330,000 compounds, 1.3% hits; Potency, µM (series often up to 46 µM), without a hit: top-dose activity change, positive = activation, usual class: activators; AID 504466; HEK293T ELG1-luciferase reporter, luminescence, 16 h; further: potency means the concentration at half of the fitted maximal effect; % of control where 0% means no effect; nearly all actives have a fitted effect of over 60% in size
#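 Cells (2,000/well) expressing the ELG1-luciferase fusion are dosed by pin tool and kept 16 hr at 37 °C, 5% CO2. Signal comes from ONE-Glo luciferase reagent after 30 min at room temperature.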
# Tb PFK inh = T. brucei PFK enzyme inhibition; 330,000 compounds, 0.17% hits; O15648; AID 485367; T. brucei PFK, ADP-Glo luminescence; Potency, µM (titrated, usually from 57.5 µM), without a hit: top-dose activity, negative = inhibition, hits mostly inhibitors;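 further: potency means the concentration at half of the fitted maximal effect; 0% = uninhibited 1x PFK enzyme wells and -100% = no-enzyme wells; nearly all actives have a fitted effect of over 60% in size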
# Target sequence (O15648 whole entry, looked up): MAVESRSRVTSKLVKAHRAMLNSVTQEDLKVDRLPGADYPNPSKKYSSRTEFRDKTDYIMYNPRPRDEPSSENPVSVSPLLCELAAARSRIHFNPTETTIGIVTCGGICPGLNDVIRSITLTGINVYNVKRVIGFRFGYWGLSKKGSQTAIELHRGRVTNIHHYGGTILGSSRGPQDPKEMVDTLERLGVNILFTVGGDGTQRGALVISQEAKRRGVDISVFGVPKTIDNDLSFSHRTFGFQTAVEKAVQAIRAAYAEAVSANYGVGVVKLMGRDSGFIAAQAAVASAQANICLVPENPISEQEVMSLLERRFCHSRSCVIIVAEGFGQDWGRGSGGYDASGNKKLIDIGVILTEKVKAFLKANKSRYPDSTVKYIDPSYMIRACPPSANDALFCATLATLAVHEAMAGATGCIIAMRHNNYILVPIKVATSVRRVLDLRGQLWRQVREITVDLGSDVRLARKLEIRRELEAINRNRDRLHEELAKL
#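 1.25 nM PFK with 0.5 mM F6P and 0.1 mM ATP in 0.1 M TEA pH 8.0, 5 mM MgCl2, incubated 45 min at room temperature; ADP measured by ADP-Glo luminescence; compounds titrated up to 57 uM.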
# VP16 counter = Gal4-VP16 reporter inhibition counter-screen | Drosophila S2 Gal4-VP16 UAS-luciferase, luminescence, 20 h | Potency, µM (highest dose often 53.6 µM), inactives show at the top dose activity, negative = inhibition, usual class: inhibitors | 310,000 compounds, 3.5% hits | AID 2546;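 further: Gal4-VP16 expression switched on by copper sulfate through the metallothionein promoter; potency means the concentration at half of the fitted maximal effect; on the % scale 0 is the no-effect control and ±100 the full control effect; nearly all actives have a fitted effect of over 50% in size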
# KCNH2 3.1 inh = KCNH2 3.1 (human) potassium channel inhibition. activity change, % (tested at about 1.8 µM). 340,000 compounds, 0.95% hits. AID 720553. U2OS KCNH2 3.1, thallium flux FluxOr; active compounds read low;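 active means maximum activity change below -70%; inconclusive means maximum activity change from -70% to -50%; inactive means maximum activity change above -50%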;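 further: thallium influx rate constant from kinetic fluorescence after stimulation buffer; on the % scale 0 is the no-effect control and ±100 the full control effect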
#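 Thallium flux read-out: FluxOr dye with Red40 quencher in HBSS/HEPES, 45 min at RT. Rate constants from kinetic reads were normalized to positive and negative DMSO controls. Cells: U2OS virally expressing the 3.1 isoform.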
# Giardia killer = Giardia lamblia killing; Giardia lamblia trophozoite viability; 340,000 compounds, 0.15% hits; activity change, % at 7.66 µM, hits read low; in the data active means activity change below about -80%; inconclusive means between about -30% and that limit;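 further: parasites exposed to compound for two days anaerobically before the ATP read; on the % scale 0 is the no-effect control and ±100 the full control effect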
#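 Luminescence from cellular ATP indicates surviving trophozoites (100 cells/well) following 48 hrs anaerobic compound treatment at 37 deg C; signal develops 15-30 min at room temperature.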
# Coupling enz = coupling enzyme interference in Giardia aldolase counter-screen; coupling enzyme system counterscreen, AmpLite Red fluorescence; activity change, negative = inhibition, % at 58.2 µM, hits read low; 290,000 compounds, 0.67% hits; AID 2472; in the data active means activity change below about -30%; further: on the % scale 0 is the no-effect control and ±100 the full control effect
#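 Fluorescence at 525 nm excitation and 598 nm emission measured inhibition of the coupled detection system without aldolase. Compounds (at 57.5 uM final) were preincubated 10 min at room temperature with coupling enzyme reagent before a 20 min substrate/AmpLite Red step.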
# RORg inh = ROR gamma (mouse) transcription inhibition; Drosophila S2 Gal4-RORgamma UAS-luciferase reporter, 20 h; P51450; Potency, µM (doses to about 53.6 µM), without a hit: at the highest dose activity change, negative = inhibition, most hits filed as inhibitors; AID 2551; 310,000 compounds, 5.4% hits; further: potency means the concentration at half of the fitted maximal effect; on the % scale 0 is the no-effect control and ±100 the full control effect; nearly all actives have a fitted effect of over 60% in size
#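 Drosophila Schneider cells stably carrying a metallothionein-driven Gal4 DBD–ROR gamma fusion and a UAS-Photinus luciferase reporter were exposed to compound for 1 hr, then induced with copper sulfate (700 uM final) for 20 hr at ambient temperature before luminescence reading.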
# * marks the source's active call; other numbers are inactive results; ? = inconclusive; . = not tested or not shown; [ ] = remark or other dose. Unless noted, the call rests on the fitted dose curve; in most records, active means well fitted curve in the direction sought with a large enough effect; inconclusive means small, poorly fitted or top-dose-only effect, or another doubt; inactive means no such curve, though single readings can be large; an effect the other way counts as inactive or inconclusive.
SMILES,FLuc modulator,Rab9 prom act,uPA generation,NPC1 prom act,ELG1 genotox,Tb PFK inh,VP16 counter,KCNH2 3.1 inh,Giardia killer,Coupling enz,RORg inh
CC1CC(CCC(=O)NC(=S)Nc2ccc(Cl)cn2)C(=O)O1 (stereo not given),0%,3%,1%,2%,6%,-2%,-27%,-18,0,6,11µM*
Cc1[nH]c(=O)[nH]c(=O)c1S(=O)(=O)Nc1cccc([N+](=O)[O-])c1C,2%,-1%,5%,-3%,-1%,-2%,-7%,5,-8,2,-1%
Cc1ccc(C(=O)NNC(=O)/C=C\C(=O)O)cc1,?,0%,4%,2%,?,4%,3%,4,-2,2,?
CCCCCCCCOC(=O)c1nc(Cl)c(Cl)c(N)c1Cl,1%,2%,-7%,-3%,0%,0%,-17%,1,3,2,7%
Cc1nonc1C(=O)N1CCCC(Nc2ccc(C(C)C)cc2)C1 (stereo not given),3%,-1%,7%,0%,-4%,2%,18%,3,36[activator],0,40%
COc1cc(OC)cc(C(=O)N[C@H](C(=O)OCC(=O)Nc2cccc(F)c2)C(C)C)c1,1%,-6%,-19%,0%,-4%,-1%,-2%,-10,17,-1,?
COc1cc(/C=C/C(=O)OCC(=O)NC(=O)NC(C)(C)C)ccc1O,?,-2%,-17%,-1%,-2%,1%,4%,-43,2,-1,15%
Cc1cc(NC(=O)COC(=O)c2ccc(F)c(S(=O)(=O)N3CCOCC3)c2)no1,0%,-5%,4%,0%,1%,-5%,4%,9,-2,1,-10%
NC(=O)C1CCN(C(=O)CCC(=O)c2ccc(F)cc2)CC1,4%,-4%,-15%,0%,0%,1%,-1%,5,-11,2,7%
c1ccc2c(C3=NNC(=NC4CC4)SC3)c[nH]c2c1,1.5µM*,0.63µM*,-7%,?,?,-8%,10µM*,8,31[activator],5,10µM*
CCOc1ccc(CN=C(N)N=C(N)N)cc1Cl,5%,-22%,4%,-18%,1%,-5%,-2%,-5,-11,3,2%
CC1CCN(C(=O)CSc2nc3ccccc3c(=O)n2Cc2ccc3c(c2)OCO3)CC1,-4%,3%,.,1%,-3%,-9%,-9%,-19,-3,3,28%
CC(C)c1ccc(OCC(=O)Nc2ccc(S(=O)(=O)Nc3ccccn3)cc2)cc1,?,0%,0%,3%,-2%,2%,-2%,-12,-1,1,3%
O=C(Cc1ccc(Cl)cc1)NCC(=O)N1CCN(c2ccccc2)CC1,7%,0%,-2%,-4%,-11%,-6%,-12%,8,-15,.,?
COc1ccc(CCNC(=O)c2c(O)c3cccc4c3n(c2=O)CC4)cc1OC,-2%,5%,5%,7%,1%,0%,0%,-2,-3,6,26%
CCCc1cc(=O)oc2cc(C)cc(OCC(=O)NCCCN3CCCC3=O)c12,-1%,-1%,3%,-3%,0%,-3%,1%,2,1,1,2%
O=C(Cc1ccccc1)NC1(O)C(=O)c2ccccc2C1=O,0%,-3%,4%,0%,-1%,18%,0%,-3,17,-9,24%
CCn1c(CCC(=O)Nc2ccccc2F)nnc1SCC(=O)Nc1ccc(OC)cc1,0%,-6%,-1%,-2%,5%,0%,-10%,.,0,.,-9%
Cc1ccccc1C(=O)N1CCN(c2ccc(NC(=O)CSc3ccc(Cl)cc3)cc2)CC1,2%,-15%,-12%,-10%,-9%,-16%,?,-38,-5,3,?
CCOC(=O)c1c(/N=C/c2ccccc2O)sc2c1CCC2,8%,1%,-11%,-3%,4%,2%,-3%,-9,13,-1,?
COc1ccccc1NS(=O)(=O)c1cccc(C(=O)NCC(c2ccco2)N2CCCC2)c1 (stereo not given),-2%,-26%,5%,-15%,-1%,3%,.,-1,-4,.,.
N#CC(C#N)=Cc1cccn1-c1ccc(S(N)(=O)=O)cc1,4%,0%,-2%,-11%,-2%,?,-7%,7,2,3,20%
O=c1[nH]c(N/N=C/c2ccccc2Br)nnc1-c1ccccc1,-14%,-1%,-2%,0%,-2%,0%,?,4,8,0,?
COc1ccc(C(=O)NCc2nnc(SCC(=O)NC3CCCCC3)o2)cc1,-12%,-5%,0%,-2%,2%,4%,2%,23,-8,.,-15%
COc1cccc(-n2nnnc2S(C)(=O)=O)c1,-3%,-34%[inhibitor],-10%,-22%,5%,-10%,5µM*,-4,4,5,3.2µM*

# Record cards, as listed above. Values in the order: FLuc modulator, Rab9 prom act, uPA generation, NPC1 prom act, ELG1 genotox, Tb PFK inh, VP16 counter, KCNH2 3.1 inh, Giardia killer, Coupling enz, RORg inh
# `N#CC(C#N)=Cc1cccn1-c1ccc(S(N)(=O)=O)cc1` reads 4%, 0%, -2%, -11%, -2%, ?, -7%, 7, 2, 3, 20%
# `c1ccc2c(C3=NNC(=NC4CC4)SC3)c[nH]c2c1` reads 1.5µM*, 0.63µM*, -7%, ?, ?, -8%, 10µM*, 8, 31[activator], 5, 10µM*

# Grouped by structure, those above containing a Cl atom (5)
SMILES,FLuc modulator,Rab9 prom act,uPA generation,NPC1 prom act,ELG1 genotox,Tb PFK inh,VP16 counter,KCNH2 3.1 inh,Giardia killer,Coupling enz,RORg inh
CC1CC(CCC(=O)NC(=S)Nc2ccc(Cl)cn2)C(=O)O1 (stereo not given),0%,3%,1%,2%,6%,-2%,-27%,-18,0,6,11µM*
CCCCCCCCOC(=O)c1nc(Cl)c(Cl)c(N)c1Cl,1%,2%,-7%,-3%,0%,0%,-17%,1,3,2,7%
CCOc1ccc(CN=C(N)N=C(N)N)cc1Cl,5%,-22%,4%,-18%,1%,-5%,-2%,-5,-11,3,2%
O=C(Cc1ccc(Cl)cc1)NCC(=O)N1CCN(c2ccccc2)CC1,7%,0%,-2%,-4%,-11%,-6%,-12%,8,-15,.,?
Cc1ccccc1C(=O)N1CCN(c2ccc(NC(=O)CSc3ccc(Cl)cc3)cc2)CC1,2%,-15%,-12%,-10%,-9%,-16%,?,-38,-5,3,?

# Continued.
SMILES,FLuc modulator,Rab9 prom act,uPA generation,NPC1 prom act,ELG1 genotox,Tb PFK inh,VP16 counter,KCNH2 3.1 inh,Giardia killer,Coupling enz,RORg inh
O=C(c1ccccc1)c1cnc(Nc2ccc(Cl)c(Cl)c2)s1,1%,4%,4%,-2%,13%,4%,-3%,5,1,3,?
COCCCNS(=O)(=O)c1ccccc1,1%,8%,.,0%,-2%,2%,-3%,8,-10,0,-9%
COc1ccc(Cc2nc(N)nc(N)n2)cc1,2%,1%,-4%,0%,-3%,-5%,4%,0,-1,5,-16%
Cc1cc(NC(=O)c2sc(Nc3cccc(C(F)(F)F)c3)nc2N)no1,-3%,4%,1%,-3%,-7%,3%,-12%,-15,-17,0,32%
Cc1nc(N2CCOCC2)nc(OCCN2CCOCC2)c1[N+](=O)[O-],-1%,-2%,0%,-4%,1%,0%,-4%,.,-1,0,-7%
COC(=O)[C@H](C)NC(=O)Nc1cccc(Br)c1,7%,-5%,3%,2%,2%,-7%,3%,12,-3,0,11%
COc1ccc(-n2nc(C(=O)N3CCN(Cc4ccc5c(c4)OCO5)CC3)c3ccccc3c2=O)cc1,?,1%,2%,-5%,-13%,-1%,0%,0,5,-2,-10%
O=C1OC2(CCCCC2)CC2=C1C1O[C@](CCCCN3C(=O)c4ccccc4C3=O)(Cc3ccccc31)O2,2%[11.5 µM],-9%[1.84 µM],.,-4%[1.84 µM],.,1%[11.5 µM],-6%[10 µM],.,.,-2,-6%[10 µM]
CC(=O)Nc1ccc(NC(=S)NC(=O)C2CCCC2)cc1,1%,4%,-1%,3%,8%,2%,0%,-4,0,.,15%
CCOc1cccc(/C(O)=C2/C(=O)C(=O)N(Cc3cccnc3)C2c2ccco2)c1 (stereo not given),2%,4%,3%,-1%,1%,-5%,5%,-4,7,1,-18%
COc1ccc(/C=N/Nc2cc(C)nc(NS(=O)(=O)c3ccc(C)cc3)n2)cc1,-1%,-1%,5%,-9%,0%,7%,-7%,.,-2,2,-29%
O=C(Nc1cccnc1)OCc1ccccc1,?,28%,-7%,22%,8%,-2%,15%,8,13,1,?
CC1Cc2ccccc2N1C1=CC(=O)CCC1 (stereo not given),2%,-1%,1%,-3%,0%,-1%,-10%,7,-13,4,14%
Cc1cccc(CCNC(=O)COc2cc(=O)n(C)c3ccccc23)c1,-5%,-7%,2%,0%,4%,2%,-7%,10,7,0,-16%
CCn1c(COc2ccc(=O)n(-c3ccccc3)n2)nnc1SCc1ccccc1,0%,1%,5%,0%,0%,-4%,-11%,-2,3,1,12%
N#CC1=C(S)N(c2ccc(F)cc2)C2(CCCCC2)NC1=O,?,-1%,0%,-4%,0%,0%,-79%,3,-7,9,?
NS(=O)(=O)c1ccc(CCNC(=O)CCS(=O)(=O)c2ccc(Br)cc2)cc1,0%,0%,-4%,-5%,-1%,15µM*,-2%,11,-19,2,15%
N#Cc1nc(-c2ccco2)oc1NCc1cccnc1,-1%,-2%,3%,3%,3%,-6%,5%,-3,-4,2,8%
